# Source: PubChem BioAssay
# KCNH2 3.1 inh = qHTS for Inhibitors of KCHN2 3.1: Mutant qHTS. U2OS KCNH2 3.1, thallium flux FluxOr; active compounds read low. Potassium voltage-gated channel subfamily H member 2, brain isoform KCNH2 3.1 (human). 0.95% of 340,000 active. activity change, % (tested at about 1.8 µM). AID 720553, 2013;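 active = maximum activity change below -70%; inconclusive = maximum activity change from -70% to -50%; inactive = maximum activity change above -50%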;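 note: thallium influx rate constant from kinetic fluorescence after stimulation buffer; % is set by controls: 0 for no effect and ±100 for the full control effect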
#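 We transduce U2OS cells with the mutant 3.1 virus, culture them overnight, load FluxOr with Red40 quencher for 45 min, then add stimulation buffer and read kinetically for 2 min to derive a normalized rate constant.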
# FBPA coupling cs = qHTS Assay for Inhibitors of Fructose-1,6-bisphosphate Aldolase from Giardia Lamblia: Coupling assay counterscreen; coupling enzyme system counterscreen, AmpLite Red fluorescence; activity change, negative = inhibition, % at 58.2 µM, hits read low; 0.67% of 290,000 active; AID 2472, 2010; in the data active = activity change below about -30%; note: % is set by controls: 0 for no effect and ±100 for the full control effect
#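 Counterscreen lacking aldolase: glyceraldehyde-3-phosphate coupling-enzyme reagent preincubated 10 min at RT with compound (at 57.5 uM final), then substrate/coupling system with AmpLite Red added; fluorescence read at 525/598 nm after 20 min RT.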
# B2AR arrestin = qHTS assay of beta-arrestin-biased ligands of beta2-adrenergic receptor; Potency, µM (top dose mostly 46.1 µM), inactives show at the top dose activation, usual class: activators; 0.02% of 330,000 active; beta-arrestin recruitment to beta2AR, cell-based reporter; Beta-2 adrenergic receptor (Homo sapiens), P07550;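 note: potency is the fitted concentration of half-maximal effect; 0% = DMSO controls and full agonism = EC100 isoproterenol or metaproterenol; nearly all actives have a fitted effect of over 65% in size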
# hERG WT inh = qHTS for Inhibitors of KCHN2 3.1: Wildtype qHTS; activity change, % at 1.84 µM; U2OS, BacMam KCNH2, thallium flux FluxOr; active compounds read low; Voltage-gated inwardly rectifying potassium channel KCNH2 (Homo sapiens), Q12809; 0.37% of 340,000 active;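 active = maximum activity change below -70%; inconclusive = maximum activity change between -70% and -50%; inactive = maximum activity change above -50%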; note: % is set by controls: 0 for no effect and ±100 for the full control effect
#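 U2OS cells were transduced with wild-type KCNH2 virus (2.03 x 10^8 / mL) for 4 h at room temperature, then cultured overnight at 37 C. Thallium flux was read with FluxOr dye. Rate constants were normalized to DMSO controls.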
# USP2a block = qHTS Assay for Inhibitors of Ubiquitin-specific Protease USP2a Using CHOP2 as the Reporter; Potency, µM (titrated, usually from 38.3 µM), without a hit: at the highest dose activity change, negative = inhibition, most hits filed as inhibitors; 0.01% of 330,000 active; USP2 core, Ub-CHOP2 coupled fluorogenic reporter, 485/531; AID 463254, 2010;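 note: potency is the fitted concentration of half-maximal effect; plate controls were DMSO wells for no effect and full inhibition by NEM control for full effect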
# Target sequence (O75604 whole entry, looked up): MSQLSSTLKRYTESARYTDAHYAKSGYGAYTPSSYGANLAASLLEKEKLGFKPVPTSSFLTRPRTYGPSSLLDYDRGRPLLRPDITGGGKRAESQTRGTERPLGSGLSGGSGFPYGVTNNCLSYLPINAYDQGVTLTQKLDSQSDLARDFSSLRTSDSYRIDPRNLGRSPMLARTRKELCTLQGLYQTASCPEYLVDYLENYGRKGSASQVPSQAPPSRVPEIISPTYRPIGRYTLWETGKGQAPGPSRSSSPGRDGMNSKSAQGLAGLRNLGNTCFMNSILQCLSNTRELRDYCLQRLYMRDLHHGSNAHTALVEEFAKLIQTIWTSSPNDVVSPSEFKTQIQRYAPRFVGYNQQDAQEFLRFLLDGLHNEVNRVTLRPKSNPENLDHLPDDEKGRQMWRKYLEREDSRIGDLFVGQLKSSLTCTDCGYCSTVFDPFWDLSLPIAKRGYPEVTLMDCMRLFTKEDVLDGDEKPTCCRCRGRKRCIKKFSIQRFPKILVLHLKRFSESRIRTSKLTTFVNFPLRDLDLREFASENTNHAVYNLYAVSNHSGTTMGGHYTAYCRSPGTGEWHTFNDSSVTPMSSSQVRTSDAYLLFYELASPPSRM
#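 Cell-free coupled assay: 10nM USP2 core preincubated 30min RT with compound in Tris-HCl pH 8.0/CaCl2/CHAPS buffer, then 25nM Ub-CHOP2 and 25nM reporter substrate; fluorescence (Ex 485/Em 531) read after 60min RT, normalized to NEM inhibition, concentration-response curves fitted.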
# GALK inhibitor = qHTS Assay for Inhibitors of Human Galactokinase (GALK); Purified GALK, Kinase-Glo residual ATP luminescence; P51570; Potency, µM (highest dose often 57.5 µM), for the others: at the highest dose activity change, negative = inhibition, most hits filed as inhibitors; 0.007% of 270,000 active; AID 1868, 2009; note: potency is the fitted concentration of half-maximal effect; % is set by controls: 0 for no effect and ±100 for the full control effect
# Target sequence (P51570 whole entry, looked up): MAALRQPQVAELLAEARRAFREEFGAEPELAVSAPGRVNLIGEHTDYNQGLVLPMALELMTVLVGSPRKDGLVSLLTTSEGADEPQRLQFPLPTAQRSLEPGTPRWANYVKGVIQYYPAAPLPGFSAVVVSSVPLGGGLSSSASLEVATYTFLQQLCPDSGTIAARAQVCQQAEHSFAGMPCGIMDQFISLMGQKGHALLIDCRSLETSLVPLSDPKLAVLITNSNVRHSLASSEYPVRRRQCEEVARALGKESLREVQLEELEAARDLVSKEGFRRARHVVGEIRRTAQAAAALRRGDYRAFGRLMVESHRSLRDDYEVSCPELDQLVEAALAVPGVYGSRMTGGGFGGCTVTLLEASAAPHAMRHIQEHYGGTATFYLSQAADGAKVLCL
#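 The enzyme phosphorylates galactose (100 uM) using ATP (35 uM); inhibition is detected as higher residual ATP, quantified by bioluminescence after 1 h reaction at room temperature, pH 8.0.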
# TRPV1 ag = HTS Assay for Compounds that Act as Agonists of the Vanilloid Receptor 1; TRPV1-expressing cells, Fluo-8 calcium influx, agonist mode; 0.19% of 320,000 active; activation, % at 8.33 µM; Transient receptor potential cation channel subfamily V member 1 (Homo sapiens), Q8NER1; AID 540275, 2011; in the data active = activation above about 80%; inconclusive = between about 30% and that limit; note: 0% is about no effect
#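 Fluo-8 calcium influx in TRPV1-expressing cells, kinetic read (ex 480/em 520 nm). Compound added and read 3 min for agonist activity, followed by capsaicin at EC20 final and 2 min further read for enhancement.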
# Menin MLL FP TR = qHTS Assay for Inhibitors Targeting the Menin-MLL Interaction in MLL Related Leukemias: Competition With Texas Red Labeled MLL-derived Mutant Peptide | AID 1768, 2009 | Menin + Texas Red MLL mutant peptide, fluorescence polarization | O00255 | 0.23% of 270,000 active | Potency, µM (series often up to 61.6 µM), inactives show at the top dose FP activity change, negative = inhibition, most hits filed as inhibitors; active = well fitted inhibition curve with a large enough effect in the polarisation, with a control signal flat, not every such curve was filed as active; inconclusive = small, poorly fitted or top-dose-only effect, or effect the other way, or a change in a side signal; inactive = no such curve, though single readings can be large or run the other way; the % refers to the polarisation; note: potency is the fitted concentration of half-maximal effect; % of control where 0% means no effect; many of its hits are not listed in these tables
# PKM2 activator = qHTS Assay for Activators of Human Muscle isoform 2 Pyruvate Kinase; Pyruvate kinase PKM (Homo sapiens), P14618; 0.34% of 260,000 active; Potency, µM (highest dose often 57.5 µM), without a hit: at the highest dose activation, hits mostly activators; purified PKM2, Kinase-Glo ATP luminescence, activation; response scale: 0% is enzyme alone, no compound; note: potency is the fitted concentration of half-maximal effect; % is set by controls: 0 for no effect and ±100 for the full control effect; nearly all actives have a fitted effect of over 55% in size
#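 Kinase-Glo luminescence reports ATP generated from ADP (0.1 mM) and PEP (0.5 mM) by purified hPK-M2 after 1 h at room temperature, pH 7.2 imidazole buffer; intermediate enzyme activity allows detecting inhibitors and activators.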
# MLL CXXC-DNA inh = qHTS Fluorescence Polarization Assay for Inhibitors of MLL CXXC domain - DNA interaction; MLL-CXXC / FITC-HOXA9 DNA fluorescence polarization; Histone-lysine N-methyltransferase 2A (Homo sapiens), Q03164; 0.037% of 290,000 active; Potency, µM (titrated, usually from 115 µM), for the others: at the highest dose activity change, negative = inhibition, hits mostly inhibitors; active = well fitted inhibition curve with a large enough effect in the polarisation, with a control signal flat, not every such curve was filed as active; inconclusive = small, poorly fitted or top-dose-only effect, or effect the other way, or a change in a side signal; inactive = no such curve, though single readings can be large or run the other way; the % refers to the polarisation; note: potency is the fitted concentration of half-maximal effect
#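 Purified MLL-CXXC (added from a 7 uM solution) was preincubated 5 min at ambient with pinned compounds in 50 mM Tris-HCl pH 7.5, 50 mM NaCl, 1 mM DTT, 0.05% BSA. Fluorescein-labeled HOX-A9 DNA (50 nM solution) followed, 30 min, then polarization read.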
# Giardia killer = Small Molecules that selectively kill Giardia lamblia: qHTS. activity change, % at 7.66 µM, hits read low. AID 540267, 2011. Giardia lamblia trophozoite viability. 0.15% of 340,000 active; in the data active = activity change below about -80%; inconclusive = between about -30% and that limit;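 note: parasites exposed to compound for two days anaerobically before the ATP read; % is set by controls: 0 for no effect and ±100 for the full control effect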
#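 Viability, read as ATP luminescence: trophozoites at 100 cells/well, compound added, 48 hrs anaerobic at 37 deg C, then 15-30 min room-temperature development before reading.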
# The depositor's hits bear a star; i = inactive; ? = inconclusive; . = not tested or not shown; & = joins results of further samples; [ ] = dose if it differs, or a comment. Unless noted, calls come from the whole dose curve; as a rule, active = well fitted curve in the direction sought with a large enough effect; inconclusive = small, poorly fitted or top-dose-only effect, or another doubt; inactive = no such curve, though single readings can be large; an effect the other way counts as inactive or inconclusive.
SMILES,KCNH2 3.1 inh,FBPA coupling cs,B2AR arrestin,hERG WT inh,USP2a block,GALK inhibitor,TRPV1 ag,Menin MLL FP TR,PKM2 activator,MLL CXXC-DNA inh,Giardia killer
CC(=O)Nc1nnc(C2=COCCO2)o1,-9,5,0.1%,-9,3%,1%,0,0%,-2%,2%,-1
COc1cc(S(=O)(=O)NCc2ccccc2)ccc1Br,-1,-2,-0.2%,18,3%,1%,12,-5%,2%,-1%,11
Cc1ccccc1CC1(CO)CCCN(Cc2cn[nH]c2-c2ccccc2)C1 (stereo not given),-2,1,1.0%,7,-5%,-2%,6,-1%,5%,-1%,10
CCCCCCSc1ccc([C@@H]2[C@@H]3C(=O)N(C)C(=O)[C@@H]3[C@]3(C(=O)OC)CCCCN23)cc1,-34,.,-0.1%,-8,3%,.,.,.,.,.,7
CCN1CCN(c2nc(N)c([N+](=O)[O-])c(Nc3ccc(C)cc3)n2)CC1,9,-1,-1.2%,7,1%,0%,3,-6%,-4%,-17%,14
CCCCn1c(CNC(=O)CC)nc2ccccc21,4,3,-0.1%,-8,2%,0%,8,-2%,-2%,-10%,-9
CN1CCN(C2=Nc3ccccc3Oc3ccc(Cl)cc32)CC1,-35,3&0&0&1,2.4%&-0.4%,41,0%&1%,6%&-2%,3&5,?,0%&-3%,6%,-12
C=CCNC(=O)CSc1nnc(-c2ccccc2Br)n1-c1cccc(C(F)(F)F)c1,6,-15,3.4%,4,3%,-3%,8,-6%,1%,9%,-1
C/C(CC(O)c1ccc2ccccc2n1)=N/O (stereo not given),-6,-1,-0.2%,73,-2%,0%,-1,5%,5%,-10%,-3
COCC(=O)Nc1sc2c(c1C(=O)OC)CCCC2,1,2,0.1%,-6,1%,-2%,14,1%,-4%,-9%,10
O=C(CCSc1ccccc1)N1CCOCC1,-13,3,-0.9%,-4,-1%,-4%,1,11%,-1%,-6%,-18
CCOC(=O)CN1C(=O)C(=O)N(Cc2ccccc2F)C1=O,-34,3,0.4%,-1,20%,-1%,-11,-6%,.,49%[activator],7
COc1ccc(C(=O)NCCN2CCN(C(=O)c3ccc(OC)c(OC)c3)CC2)cc1OC,5,0,-0.1%,-8,1%,1%,1,8%,1%,38%[activator],-9
Cc1cc(NS(=O)(=O)c2ccc(NC(=O)c3ccco3)cc2)nc(C)n1,-18,4,0.3%,-2,-2%,-1%,-3,-12%,2%,-4%,-5
CCOc1cc(C(=O)N(CC)CC(=O)Nc2c(F)cccc2F)ccc1OCC(=O)N1CCCCC1,5,.,-0.2%,-6,3%,.,-3,.,.,.,3
Cc1[nH]c2c(C)cccc2c1CC(=O)O,26,2,-0.1%,-4,0%,0%,-16,?,11%,-1%,-1
O=C(Nc1ccc(Cl)c(Cl)c1)c1cccc(S(=O)(=O)NCc2cccnc2)c1,-14,5,-0.2%,-10,-4%,-2%,16,?,-1%,4%,-7
c1csc(CNc2ncnc3ccc(-c4ccoc4)cc23)c1,.,4,3.9%&-0.7%,.,-1%&-1%,.,30,43%[activator],.,.,-13
COc1ccc(CN(CC(=O)NCC2CCCO2)C(=O)CNS(=O)(=O)c2ccc(C)cc2)cc1 (stereo not given),-7,-2,0.0%,-7,2%,0%,-5,2%,-16%,2%,3
COc1ccc(CC(NC(C)=O)C(=O)N2CCN(C(=O)Nc3ccc(Cl)cc3)CC2)cc1OC (stereo not given),.,4,-0.2%,11,2%,-2%,0,0%,7%,-6%,8
O=C(C[C@H]1C/C=C\CC[C@@H](Cc2ccc(F)cc2)C(=O)OC[C@H]2CCCN2C1=O)N[C@@H](CO)Cc1ccccc1,-18,.,0.2%,24,3%,.,.,.,.,.,?
CCOc1ccccc1N(CC(=O)OC)S(C)(=O)=O,-1,2,-0.1%,16,0%,4%,2,5%,-5%,14%,-1
Cc1c(Cl)cccc1NC(=O)CN(C1CCCCC1)S(C)(=O)=O,5,2,-0.2%,-3,0%,9%,0,1%,-2%[11.5 µM],-2%,31[activator]
Cc1cccc(NNC(=O)c2c(F)cccc2Cl)c1,17,-5,0.0%,4,0%,0%,2,.,12%,-10%,-1
O=C(NCCc1ccccc1C(F)(F)F)C1CCC(=O)N(CCCN2CCCC2=O)C1 (stereo not given),7,-1,-1.1%,-9,0%,0%,2,8%,-1%,6%,-11
SMILES,KCNH2 3.1 inh,FBPA coupling cs,B2AR arrestin,hERG WT inh,USP2a block,GALK inhibitor,TRPV1 ag,Menin MLL FP TR,PKM2 activator,MLL CXXC-DNA inh,Giardia killer
CCOc1ccc(S(=O)(=O)N2CCCC(C(=O)N3CCN(c4ccccc4)CC3)C2)cc1 (stereo not given),-11,.,-0.1%,-14,1%,-7%,4,.,-10%,6%,-5
O=C1N=C2SCCN2/C1=C\c1ccccc1Cl,-4,-1,3.3%,5,-1%,3%,-2,-8%,1%,-16%,-7
O=[N+]([O-])c1ccc(Cc2cncc(O)c2)cc1,-7,1,-0.3%,10,5%,2%,-2,0%,.,13%,-15
O=C(CN1C(=O)CSc2ccccc21)NCCC1=CCCCC1,3,1,0.0%,4,0%,0%,12,-10%,-9%,-17%,4
C#CCNC(=O)C1CCN(c2cc(C)nc(-c3ccccc3)n2)CC1,14,3,0.1%,9,-1%,1%,10,5%,-4%,-4%,2
CNS(=O)(=O)c1cc(Br)ccc1S(=O)c1ccccc1C(=O)O (stereo not given),0,9,0.0%,-3,-1%,0%,0,.,-2%,1%,-19
c1ccc(-c2cc3c(nn2)CCc2nonc2-3)cc1,2,4,2.8%,1,-1%,0%,-11,-46%,3%,-1%,1
COC(=O)c1ccc(Oc2ccc(C(F)(F)F)cn2)cc1,2,4,-0.4%,i,0%,11%,2,-11%,3%,0%,25
O/N=C1\CC/C(=N\O)c2nn(-c3ccccc3Cl)nc21,3,4,-0.8%,4,1%,1%,0,32%[activator],0%,-1%,4
CS(=O)(=O)N1CCCC(C(=O)NCc2ccco2)C1 (stereo not given),-1,0,0.4%,-12,-9%,1%,0,4%,-4%,-5%,11
O=C1c2cccc3cccc(c23)C(=O)N1Cc1ccco1,-20,1,0.4%,0,-1%,10%,-1,-7%,-2%,-1%,-3
C(=C\c1ccccc1)/CSc1nnc(-c2ccccc2)n1Cc1ccco1,-20,-4,0.0%,-27,-2%,2%,-8,-1%,-2%,2%,-11
Cc1ccccc1S(=O)(=O)Cc1ccc(C(=O)N2CC(C)CC(C)C2)o1 (stereo not given),16,-3,-0.3%,-14,0%,1%,?,-14%,6%,-1%,3
CC(C)NC(=O)N(O)C1N(Cc2ccc3c(c2)OCO3)C(=S)SC1(C)C (stereo not given),.,0,0.4%,0,-1%,4%,6,1%,-2%,-13%,-13
CC1CCCCN1C(=O)CSc1nnc2c(n1)[nH]c1ccccc12 (stereo not given),3,-2,-0.2%,-7,2%,-2%,2,.,.,-1%,-4
CNC(=O)c1ccc(NC(=O)c2cc(S(=O)(=O)N3CCOCC3)ccc2N2CCCC2)cc1,-42,.,-0.2%,-8,1%,.,-1,.,.,.,2
N#CC(c1nc2ccccc2nc1N1CCOCC1)S(=O)(=O)c1ccccc1 (stereo not given),2,8,0.1%,-4,2%,-4%,0,.,0%,-14%,-2
CN(C)S(=O)(=O)c1ccc(NC(=O)c2cc(F)c(F)cc2Cl)cc1,6,3,-0.8%,-22,0%,-2%,14,12%,0%,-10%,-7
CCN(CC)S(=O)(=O)c1ccc(-c2nnc(SC)o2)cc1,1,3,-0.1%,6,0%,1%,27,6%,0%,-12%,?
C[C@H]1CC[C@H]2C(=O)N3[C@H](c4ccccc4Br)[C@@H](C)CC[C@H]3C(=O)N2[C@@H]1c1ccccc1Br,.,-3,-1.9%,.,-2%,.,11,-23%,-3%,23%,.

# Some of the compounds tested; count on the stated rates, not on these rows.
